# Assay outcomes as filed in PubChem BioAssay.
# KCNQ2 block: KCNQ2 channel blockers in CHO-K1 cells – cell-based, FluxOR thallium flux, B-score, primary screen (AID 2156); O88943; 20 min; active compounds read low; B-score at 10 µM; 310,000 compounds, 1.1% hits;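 active means fluorescence ratio B-score at most minus 3 library SDs, with starting brightness B-score within 2 library SDs, cut at about -5.5 in these data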
# Target sequence (O88943 whole entry, looked up): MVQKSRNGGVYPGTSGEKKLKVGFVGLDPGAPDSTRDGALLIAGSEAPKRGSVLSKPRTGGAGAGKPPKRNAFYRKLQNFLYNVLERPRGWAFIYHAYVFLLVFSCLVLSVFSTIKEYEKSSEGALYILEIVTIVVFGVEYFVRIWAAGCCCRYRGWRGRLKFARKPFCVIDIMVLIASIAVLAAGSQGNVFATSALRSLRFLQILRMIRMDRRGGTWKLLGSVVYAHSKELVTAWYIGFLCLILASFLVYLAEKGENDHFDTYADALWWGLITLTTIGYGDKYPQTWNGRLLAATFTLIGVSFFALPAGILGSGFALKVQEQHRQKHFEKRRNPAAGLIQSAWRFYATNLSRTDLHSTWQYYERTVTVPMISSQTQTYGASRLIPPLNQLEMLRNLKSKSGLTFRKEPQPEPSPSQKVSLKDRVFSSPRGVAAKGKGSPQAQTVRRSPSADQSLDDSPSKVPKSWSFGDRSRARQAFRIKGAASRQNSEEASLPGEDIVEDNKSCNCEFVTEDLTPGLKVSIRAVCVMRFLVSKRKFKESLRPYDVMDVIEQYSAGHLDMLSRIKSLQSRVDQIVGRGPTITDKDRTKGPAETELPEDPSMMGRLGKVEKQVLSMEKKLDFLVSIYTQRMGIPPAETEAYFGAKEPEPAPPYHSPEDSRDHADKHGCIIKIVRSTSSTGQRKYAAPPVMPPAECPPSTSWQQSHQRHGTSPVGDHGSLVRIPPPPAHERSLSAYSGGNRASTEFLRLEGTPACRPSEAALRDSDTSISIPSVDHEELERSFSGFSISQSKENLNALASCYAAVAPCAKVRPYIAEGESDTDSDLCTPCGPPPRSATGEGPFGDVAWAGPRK
# Kir21 block: Kir2.1 (mouse) channel inhibition. P35561. HEK293-Kir2.1, FluxOR thallium flux fluorescence; active compounds read low. B-score at 10 µM. 310,000 compounds, 0.85% hits. AID 1672;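 active means fluorescence ratio B-score at or below minus 3 SD of library scores, with starting-brightness B-score within 2 SD, cut at about -4.2 in these data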;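 further: channel flux triggered by added potassium and thallium sulfate stimulus; B-score of peak minus minimum fluorescence over baseline after thallium stimulus; more negative B-score means stronger Kir2.1 block with less thallium influx; some compounds called inactive have numbers as strong as hits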
# The depositor's hits bear a star; i = inactive.
smiles | KCNQ2 block | Kir21 block
O=C(N/C(=C/c1cccs1)c1nc2ccccc2[nH]1)c1ccccc1 | i | 0.51
CC(C)Oc1ccc(N2CC(C(=O)Nc3ccccc3F)CC2=O)cc1 (stereo not drawn) | i | -0.75
COc1ccc(/C=N/NC(=O)CCC(=O)Nc2ccccc2)cc1OC | i | -0.13
COC(=O)c1ccccc1NC(=O)COc1ccccc1[N+](=O)[O-] | i | -0.53
O=C(O)c1cccc(-n2c(/C=C/c3ccccc3)nc3ccccc3c2=O)c1 | i | -0.84
O=C(NCc1ccccc1)c1c(O)c2ccccc2[nH]c1=O | i | 1.19
CCc1nnc(NC(=O)c2cc(S(=O)(=O)N(C)c3ccc(OC)cc3)ccc2Cl)s1 | i | 1.83
CN1CCC(N(C)CC(O)c2ccccc2)CC1 (stereo not drawn) | i | -0.45
COC(=O)c1cc2ccsc2n1Cc1nc(-c2ccc(OC)cc2)oc1C | i | 0.21
COc1cccc(/C=N/NC(=O)CN2CC(c3ccccc3)CC2=O)c1O (stereo not drawn) | i | 0.12
COCCCNC(=S)NNC(=O)c1cc(C2CC2)nc2ccccc12 | i | -1.41
COc1ccc(/C=N/Nc2ncc(Br)cn2)c(OC)c1 | i | 0.03
Cc1ccccc1COc1ccc(/C=N/NC(=O)c2nnn(-c3nonc3N)c2CN2CCC(C)CC2)cc1 | i | 0.57
CNc1ccc(Br)cc(C(=O)/C=C/c2ccc(OC)cc2)c1=O | i | -0.41
COc1ccc(CCN(C(=O)/C=C/C(=O)O)C2CC(=O)N(c3ccccc3)C2=O)cc1 (stereo not drawn) | i | 0.18
CCc1ccccc1NC(=O)C1c2ccccc2Oc2ccccc21 | i | 1.23
Cc1ccc(CC(=O)Nc2cccnc2)cc1 | i | -0.09
CCCCOC(=O)C(C)Sc1n[nH]c(=O)[nH]c1=O (stereo not drawn) | i | -0.25
Cc1ccccc1C(=O)Nc1ccnn1C1CCN(CCCc2ccccc2)CC1 | i | -2.04
CCn1c(SCC(=O)NCc2ccccc2)nc2nc3c(cc2c1=O)CCCC3 | i | -0.26
COC(=O)C(C)(C)ONC(=O)Nc1ccccc1 | i | -0.92
N/C(CS(=O)(=O)c1ccccn1)=N\OC(=O)c1ccc(Cl)cc1 | i | 1.31
O=C(CCc1ccccc1)n1nc(-c2ccccc2)nc1NCc1ccco1 | i | 0.02
CCN(CC(=O)Nc1ccccc1C(F)(F)F)C(=O)CCc1nc2ccccc2c(=O)[nH]1 | i | -0.05
Cc1cccc(C(=O)NC(=S)Nc2ccc(S(=O)(=O)N3CCCCC3)cc2)c1 | i | -0.03

# Molecules listed so far that have a thiophene ring, fused or not (2):
smiles | KCNQ2 block | Kir21 block
O=C(N/C(=C/c1cccs1)c1nc2ccccc2[nH]1)c1ccccc1 | i | 0.51
COC(=O)c1cc2ccsc2n1Cc1nc(-c2ccc(OC)cc2)oc1C | i | 0.21

# (next part)
smiles | KCNQ2 block | Kir21 block
Cc1ccc(SCC(=O)O/N=C(\N)c2cccc([N+](=O)[O-])c2)cc1 | i | 0.04
Nc1ccc(Cc2nc3c(ccc4ccccc43)[nH]2)cc1 | i | -0.36
CCOc1ccc2nc(NC(=O)CSc3ccc(Cl)cc3)sc2c1 | i | -1.76
O=C1c2ccc3c4c(ccc(c24)C(=O)N1c1ccc2ccccc2c1)CC3 | i | -1.38
CC(=O)C(C)n1c(CN(C)Cc2ccccc2)nc2c1c(=O)n(C)c(=O)n2C (stereo not drawn) | i | 0.38
Cc1ccc(NC(=O)CCCNC(=O)c2ccc(Cl)cc2)c(Br)c1 | i | -2.16
COc1ccc(N2CCN(C(=O)/C(C#N)=C/c3ccccc3)CC2)cc1 | i | -1.16
Cc1csc(NC(=O)C(NC(=O)c2ccccc2F)C(C)C)n1 (stereo not drawn) | i | 1.48
CCOc1ccc(NC(=O)CCC(=O)NNC(=O)c2ccccc2Cl)cc1 | i | -1.26
O=C(CSc1nc2ccccc2c(=O)n1-c1ccc(F)cc1)Nc1ccc(N2CCOCC2)cc1 | i | 1.4
COCC(C)NC(=S)NC(=O)c1cc(S(=O)(=O)N2CCOCC2)ccc1C (stereo not drawn) | i | -0.46
COc1cccc(Cn2cccc(NC(=O)Nc3ccccc3C)c2=O)c1 | i | -0.95
CC(=O)Cc1c(C(=O)O)c(C)nn1-c1ccccc1 | i | -1.39
CCCC[n+]1ccn(-c2nc3ccccc3nc2[N-]S(=O)(=O)c2ccccc2)c1 | i | -1.29
Cc1ccc2nc(Cl)c3cc(C(=O)N(CCN(C)C)Cc4ccco4)sc3c2c1 | i | -4.46*
OCc1ccc(-c2ccccc2)c(-c2ccccc2)c1 | i | -1.83
O=C(Nc1cc(C(F)(F)F)ccc1N1CCOCC1)C1Cc2ccccc2CN1C(=O)c1ccco1 (stereo not drawn) | -6.45* | 0.43
CNC(=S)Nc1cc(C(F)(F)F)ccc1Cl | i | -0.01
CCOCCCn1c(NN)nc2ccccc2c1=O | i | -0.1
CN(CC(=O)Nc1ccc(F)c(F)c1)S(=O)(=O)c1cccs1 | i | 2.14
CCn1cc(CNC(=O)C2C3CCC(C3)C2C(=O)O)cn1 (stereo not drawn) | i | 0.13
COc1ccc(S(=O)(=O)Nc2nnc(C(C)(C)C)s2)cc1 | i | -0.02
CCCn1nc(C(=O)NCC(C)(C)N2CCOCC2)c2ccccc2c1=O | i | -0.97
NC(=O)c1ccccc1NC(=O)c1ccoc1 | i | 0.06
O=C(CCn1c(=S)[nH]c2cc3c(cc2c1=O)OCO3)NCc1ccccc1Cl | i | -0.25

# No new results follow: entries from further up.
smiles | KCNQ2 block | Kir21 block
NC(=O)c1ccccc1NC(=O)c1ccoc1 | i | 0.06
O=C(CCn1c(=S)[nH]c2cc3c(cc2c1=O)OCO3)NCc1ccccc1Cl | i | -0.25

# Next part
smiles | KCNQ2 block | Kir21 block
COc1ccc(CNC(=O)C2CCCN(C(=O)Nc3ccccc3OC)C2)cc1 (stereo not drawn) | i | 0.06
NNc1nnc2c3cc(F)ccc3n(Cc3ccccc3)c2n1 | i | -0.44
Cc1ccc(OC(=O)C2CSC3(C)CCC(=O)N23)c(Br)c1 (stereo not drawn) | i | 0.78
CN1N=C(C(C)(C)C)CSC1=Nc1ccc(F)cc1 | i | 0.85
CCc1nn(C(C)C(=O)N2CCN(c3ccc(OC)cc3)CC2)c(=O)c2cc3occc3n12 (stereo not drawn) | i | -0.86
COc1ccc(C(C(=O)NCc2ccc(F)cc2)N(Cc2cccnc2)C(=O)c2snc(C(N)=O)c2N)cc1 (stereo not drawn) | i | 0.54
COc1ccc(CC(=O)Nc2ccc(-c3nnc(-c4ccc(C)cc4)o3)cc2)cc1 | i | -0.24
O=C1C(=O)N(Cc2ccccc2)C(=O)N1CCN1C(=O)c2ccccc2C1=O | i | 0.26
COc1ccc(NC(=S)N/N=C/c2ccc(F)c(F)c2)cc1 | i | 0.77
O=C(COC(=O)/C=C/c1cccs1)Nc1ccc2ccccc2c1 | i | 0.02
C=CCN(C(=O)CCC(=O)O)C1CC(=O)N(c2ccc(OCCC)cc2)C1=O (stereo not drawn) | i | -0.41
COc1cc(CNc2nc(C)c([N+](=O)[O-])c(C)c2C#N)cc(OC)c1OC | i | 1.65
COc1ccc(C)cc1Nc1cc(C)nc2nc(C)nn12 | i | -0.72
COc1ccccc1NS(=O)(=O)c1cc(Cl)ccc1OC | i | -4.84*
CSc1ccc(C(=O)C2CCCN(Cc3cccc4nccnc34)C2)cc1 (stereo not drawn) | i | -0.25
Cc1csc(NC(=O)c2ccccc2[N+](=O)[O-])n1 | i | -1.05
COc1ccc(CNC(=O)CSc2n[nH]c(N)n2)cc1 | i | -0.38
COc1ncccc1C(=O)N1CCCC(N2CCN(c3cccc(Cl)c3)CC2)C1 (stereo not drawn) | i | -0.04
COC(=O)c1ccc(-c2noc(CN(Cc3ccccn3)CC3CCCO3)n2)cc1 (stereo not drawn) | i | -0.08
CC(C)CCN1C(=O)c2ccc(C(=O)Nc3ccccn3)cc2C1=O | i | -0.7
Cc1ccc(C)c(NC(=O)CCN2CCN(CCO)CC2)c1 | i | -2.25
Cc1cc(N2CCN(C(=O)c3ccco3)CC2)n2ncnc2n1 | i | -2.3
CCOC(=O)c1ccccc1Nc1cn(C(C)=O)c2ccccc12 | i | -1.11
Cc1ccc2cc(CN(Cc3ccc4c(c3)OCO4)Cc3nnnn3Cc3ccco3)c(=O)[nH]c2c1 | i | 0.06
Cc1ccc2nc3c(cc(C(N)=S)c(=N)n3CCCOC(C)C)c(=O)n2c1 | i | 0.25
Fc1ccc2c(c1)C(c1cccnc1)=NNC(c1cccs1)=N2 | i | 1.25
c1ccc(COc2nsnc2N2CCOCC2)cc1 | i | -0.09
Cc1ccc(NC(=O)CC2SC3=NCCCN3C2=O)c(C)c1 (stereo not drawn) | i | -0.01
COC(=O)CCN(C(=O)c1ccc2c(c1)OCO2)c1ccccn1 | i | -0.33
CN1c2ccccc2C(C)(C)C12CC(c1ccc(Cl)c(S(=O)(=O)N3CCCC3)c1)=NO2 (stereo not drawn) | i | -0.57
O=C(COc1ccccc1)Nc1nccs1 | i | -1.17
COC(CNC(=O)C1CCN(C(=O)c2cc3oc(C)cc3n2Cc2c(F)cccc2Cl)CC1)OC | i | 0.06
Cc1ccc(S(=O)(=O)N2CCN(C(=O)/C=C/c3ccco3)CC2)cc1 | i | 1.52
COc1cc(S(=O)(=O)N2CCN(c3ccccc3)CC2)ccc1F | i | -1.36
CSc1nsc(SCC(=O)Nc2ccc(F)cc2F)n1 | i | 0.5
Cc1ccccc1Sc1ccc(N)cn1 | i | 1.99
CCOC(=O)c1cc(NC(=O)Nc2nccs2)c(C)nc1C | i | 0.05
Cc1ccc(-c2nc3ccccc3c(=O)n2CCCN2CCOCC2)cc1 | i | -0.03
CCn1ccnc1CN(C)Cc1cn(C)nc1-c1ccccc1F | i | -0.9
C=CCC1(C(=O)N(C)Cc2ccccc2)CCN(C(=O)OC(C)(C)C)CC1 | i | 0.59
Cc1cc(C)c2nc(-c3ccccn3)cc(C(=O)Nc3ccc(S(=O)(=O)Nc4onc(C)c4C)cc3)c2c1 | i | 0.44
Cc1ccc(NC(=O)CS(=O)(=O)c2c[nH]c3ccccc23)c(C)c1 | i | 0.15
COC(=O)c1ccc(N(CC(=O)NC2CCCCC2)C(=O)CNC(=O)c2ccco2)cc1 | i | 1.25
CC(=O)Oc1ccc(-c2csc(Nc3cccnc3)n2)cc1 | i | -1.17
O=C1SC(SC(=Nc2ccccc2)Nc2ccccc2)C(=O)N1c1ccccc1 (stereo not drawn) | i | -0.68
COc1ccc2c(CC(=O)NC3CCCc4ccccc43)coc2c1 (stereo not drawn) | i | -0.5
O=C(NNC(=O)c1ccccc1[N+](=O)[O-])Nc1ccc(Cl)cc1 | i | -0.16
CCOc1ccc(S(=O)(=O)NCc2ccncc2)cc1 | i | 0.75
COc1ccc(C(=O)Nc2ccc(O)c3c(=O)cc(-c4cccc(Cl)c4)oc23)cc1 | i | 0.86
O=C(NCCc1cccs1)C1CCC(=O)N(CCc2cccc(F)c2)C1 (stereo not drawn) | i | 0.87

# Structural class: the entries above with a cyano group.
smiles | KCNQ2 block | Kir21 block
COc1ccc(N2CCN(C(=O)/C(C#N)=C/c3ccccc3)CC2)cc1 | i | -1.16
COc1cc(CNc2nc(C)c([N+](=O)[O-])c(C)c2C#N)cc(OC)c1OC | i | 1.65

# (more compounds)
smiles | KCNQ2 block | Kir21 block
Nn1c(SCCOc2ccc(Cl)cc2)nnc1-c1cccnc1 | i | 1.69
Cc1occc1-c1nnc(SCC(=O)N(C)CCC#N)n1N | i | -0.4
O=C([O-])c1ccccc1-[n+]1c(-c2ccccc2)cc(-c2ccccc2)cc1-c1ccccc1 | i | -4.58*
COc1cccc(NC(=S)N2CCN(C)CC2)c1 | i | 0.4
O=C1CCc2cc(S(=O)(=O)NCc3ccc(F)cc3)cc3c2N1CCC3 | i | -3.06
O=C1CN(C(=O)COC(=O)c2ccc(N3CCCCCC3)c([N+](=O)[O-])c2)c2ccccc2N1 | i | 0.05
O=C(Cc1ccsc1)NNC(=O)c1ccccc1Cl | i | -1.6
COc1ccc(C2CC(c3cccs3)=NN2C(=O)CSc2nc(=O)n3cc(C)ccc3n2)cc1 (stereo not drawn) | i | -0.8
CCN1CCc2c(OCC(=O)N3CCCCC3)cccc2C1=O | i | 0.58
CCn1cnc2c1c(=O)n(Cc1nnc3n1-c1ccccc1SC3)c(=O)n2Cc1ccccc1 | i | -0.72
Cc1ccc(C)c(NC(=O)CN(C)C(=O)C2CCN(S(=O)(=O)c3ccc4c(c3)OCCO4)CC2)c1 | i | -0.81
CCOCCCNS(=O)(=O)c1cc2[nH]c3c(c2cc1C)C(=O)CC(C)(C)C3 | i | 0.14
CCN(C(=O)COC(=O)c1cc(NS(=O)(=O)c2ccc(Cl)c([N+](=O)[O-])c2)ccc1O)C1CCCCC1 | i | -0.36
Cc1nnc(SCC(=O)Nc2nsc(-c3ccccc3)n2)s1 | i | 0.62
O=C(/C=C/c1cccc(Br)c1)Nc1nn[nH]n1 | i | 0.86
Cc1ccc(S(=O)(=O)CCC(=O)Nc2cccc(C)c2)cc1 | i | -2.32
O=S(=O)(c1cccc(F)c1)N1CCN(C(=S)NCc2ccccc2)CC1 | i | -0.51
CCN=C1SC(C(=O)NCCc2ccccc2)CC(=O)N1CC (stereo not drawn) | i | 0.97
CC1CCCC1/C(=N/O)c1ccccc1 (stereo not drawn) | i | 0.15
CCN(C(=O)COC(=O)c1cc([N+](=O)[O-])ccc1N1CCOCC1)C1CCS(=O)(=O)C1 (stereo not drawn) | i | 0.35

# No enrichment for hits. Share with any hit: about 1.9%.
